Screening results as filed in PubChem BioAssay.
FBPA coupling cs = inhibits coupling enzyme system, counter-screen for aldolase hits | coupling enzyme system counterscreen, AmpLite Red fluorescence | activity change, negative = inhibition, % at 58.2 µM, hits read low | actives 0.67% (n = 290,000) | AID 2472; in the data active = activity change below about -30%; note: % is set by controls: 0 for no effect and ±100 for the full control effect
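Coupling enzymes only (glyceraldehyde-3-phosphate) + compound, at 57.5 uM final, 10 min RT; add substrate/coupling/AmpLite Red mix, 20 min RT; fluorescence ex 525/em 598 nm. Actives flag coupling-system interference.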
FLuc modulator = counter-screen for miR-21 project: firefly luciferase inhibitors or activators; P08659; purified FLuc, Km substrates, luminescence inhibition; Potency, µM (series often up to 57.5 µM), for the others: at the top dose activity change, negative = inhibition, hits mostly inhibitors; actives 6.9% (n = 360,000); AID 588342;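 note: potency is the fitted concentration of half-maximal effect; plate controls were vehicle for no effect and reference inhibitor for full effect; nearly all actives have a fitted effect of over 55% in size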
Target sequence (P08659 whole entry, looked up): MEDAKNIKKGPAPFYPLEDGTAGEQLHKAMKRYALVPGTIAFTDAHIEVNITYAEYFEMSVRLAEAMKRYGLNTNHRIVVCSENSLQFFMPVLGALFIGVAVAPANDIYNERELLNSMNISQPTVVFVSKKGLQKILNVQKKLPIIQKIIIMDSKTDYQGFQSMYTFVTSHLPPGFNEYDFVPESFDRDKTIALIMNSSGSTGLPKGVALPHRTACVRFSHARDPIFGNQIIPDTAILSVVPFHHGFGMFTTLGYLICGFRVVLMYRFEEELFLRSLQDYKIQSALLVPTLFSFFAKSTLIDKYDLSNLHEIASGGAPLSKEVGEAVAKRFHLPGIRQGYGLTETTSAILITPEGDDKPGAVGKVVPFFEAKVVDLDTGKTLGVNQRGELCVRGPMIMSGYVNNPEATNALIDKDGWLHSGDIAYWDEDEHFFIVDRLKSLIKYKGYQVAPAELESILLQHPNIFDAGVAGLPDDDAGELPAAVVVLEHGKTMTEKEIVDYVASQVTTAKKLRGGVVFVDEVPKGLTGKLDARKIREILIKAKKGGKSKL
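Purified P. pyralis luciferase, 10 nM final, with Km-level 10 uM D-luciferin and 10 uM ATP in 50 mM Tris acetate pH 7.5, 10 mM Mg acetate, 0.01% Tween-20, 0.05% BSA; 6-point qHTS titration about 60 µM downward; luminescence read.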
NPC1 prom act = NPC1 promoter activation | actives 2.4% (n = 320,000) | Potency, µM (highest dose often 9.22 µM), inactives show at the top dose activation, actives largely listed as activators | Huh7 NPC1 promoter luciferase reporter, 24 h;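 note: potency is the fitted concentration of half-maximal effect; % of control where 0% means no effect; nearly all actives have a fitted effect of over 60% in size; reporter is driven by a mutant NPC1 promoter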
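In 1536-well qHTS, Huh7 cells harboring an NPC1 promoter–luciferase construct received compound for 24 h; activation was quantified by luminescence following luciferase reagent addition.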
Tb PFK inh = T. brucei PFK enzyme inhibition. actives 0.17% (n = 330,000). AID 485367. O15648. Potency, µM (doses to about 57.5 µM), inactives show top-dose activity, negative = inhibition, actives largely listed as inhibitors. T. brucei PFK, ADP-Glo luminescence;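 note: potency is the fitted concentration of half-maximal effect; 0% = uninhibited 1x PFK enzyme wells and -100% = no-enzyme wells; nearly all actives have a fitted effect of over 60% in size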
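1.25 nM PFK with 0.5 mM F6P and 0.1 mM ATP in 0.1 M TEA pH 8.0, 5 mM MgCl2, incubated 45 min at room temperature; ADP measured by ADP-Glo luminescence; compounds titrated up to 57 uM.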
RORg inh = ROR gamma (mouse) transcription inhibition | Potency, µM (series often up to 53.6 µM), for the others: at the highest dose activity change, negative = inhibition, most hits filed as inhibitors | AID 2551 | actives 5.4% (n = 310,000) | Drosophila S2 Gal4-RORgamma UAS-luciferase reporter, 20 h; note: potency is the fitted concentration of half-maximal effect; % is set by controls: 0 for no effect and ±100 for the full control effect; nearly all actives have a fitted effect of over 60% in size
Target sequence (P51450 whole entry, looked up, the tested form may be a part): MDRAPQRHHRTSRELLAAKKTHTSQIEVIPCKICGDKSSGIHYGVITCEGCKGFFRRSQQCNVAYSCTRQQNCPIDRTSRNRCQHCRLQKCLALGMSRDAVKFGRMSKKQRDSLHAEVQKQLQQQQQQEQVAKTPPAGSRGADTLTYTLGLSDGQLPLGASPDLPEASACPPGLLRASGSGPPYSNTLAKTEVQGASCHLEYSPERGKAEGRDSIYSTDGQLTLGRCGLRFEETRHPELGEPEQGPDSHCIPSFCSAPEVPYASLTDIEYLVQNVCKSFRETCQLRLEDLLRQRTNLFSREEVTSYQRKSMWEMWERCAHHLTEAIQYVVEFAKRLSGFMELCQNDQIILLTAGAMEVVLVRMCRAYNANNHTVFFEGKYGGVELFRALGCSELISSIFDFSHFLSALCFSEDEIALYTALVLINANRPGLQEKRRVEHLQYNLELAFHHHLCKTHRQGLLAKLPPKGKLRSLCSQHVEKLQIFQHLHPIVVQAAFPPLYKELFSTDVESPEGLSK
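Compounds are pin-transferred onto Drosophila Schneider cells expressing a copper-inducible Gal4–ROR gamma transactivation domain fusion. After 1 hr, copper sulfate is added to 700 uM final; luciferase is read 20 hr later.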
Rab9 promoter act = activates the Rab9 promoter | Potency, µM (top dose mostly 9.22 µM), inactives show at the highest dose activation, negative = inhibition, most hits filed as activators | Huh7 Rab9 promoter-luciferase reporter, luminescence, 24 h | actives 2.8% (n = 320,000); note: potency is the fitted concentration of half-maximal effect; % of control where 0% means no effect; nearly all actives have a fitted effect of over 60% in size
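Steps: seed 1500 Huh7 Rab9-luc cells per well, rest 2 h at 37 °C; add compound in DMSO; incubate 24 h; add luciferase reagent, 10 min ambient; read luminescence.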
KCNH2 3.1 inh = inhibitors of human KCNH2 3.1 potassium channel isoform | U2OS KCNH2 3.1, thallium flux FluxOr; hits give low values | activity change, % (tested at about 1.8 µM) | actives 0.95% (n = 340,000);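 active = maximum activity change below -70%; inconclusive = maximum activity change from -70% to -50%; inactive = maximum activity change above -50%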;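 note: thallium influx rate constant from kinetic fluorescence after stimulation buffer; % is set by controls: 0 for no effect and ±100 for the full control effect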
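Thallium flux read-out: FluxOr dye with Red40 quencher in HBSS/HEPES, 45 min at RT. Rate constants from kinetic reads were normalized to positive and negative DMSO controls. Cells: U2OS virally expressing the 3.1 isoform.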
ELG1 genotoxic = genotoxicity induction in ELG1-luciferase HEK293T cells; HEK293T ELG1-luciferase reporter, luminescence, 16 h; Potency, µM (doses to about 46 µM), for inactives: at the top dose activity change, positive = activation, usual class: activators; actives 1.3% (n = 330,000); AID 504466; note: potency is the fitted concentration of half-maximal effect; % of control where 0% means no effect; nearly all actives have a fitted effect of over 60% in size
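HEK293T cells expressing luciferase-tagged ELG1 were treated with compound or DMSO for 16 hr at 37°C. Luciferase activity was then read after 30 min with ONE-Glo at room temperature; rising signal flags genetic stress.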
Giardia kill = kills Giardia lamblia; Giardia lamblia trophozoite viability; activity change, % at 7.66 µM, hits read low; actives 0.15% (n = 340,000); in the data active = activity change below about -80%; inconclusive = between about -30% and that limit;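 note: parasites exposed to compound for two days anaerobically before the ATP read; % is set by controls: 0 for no effect and ±100 for the full control effect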
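Each well holds 100 Giardia trophozoites and compound. After two days (48 hrs) at 37 deg C in anaerobic conditions, ATP is quantified by luminescence.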
VP16 counter = counter-screen for ROR gamma inhibitors: Gal4-VP16 reporter. Drosophila S2 Gal4-VP16 UAS-luciferase, luminescence, 20 h. Potency, µM (top dose mostly 53.6 µM), for the others: at the top dose activity, negative = inhibition, most hits filed as inhibitors. actives 3.5% (n = 310,000);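 note: Gal4-VP16 expression switched on by copper sulfate through the metallothionein promoter; potency is the fitted concentration of half-maximal effect; % is set by controls: 0 for no effect and ±100 for the full control effect; nearly all actives have a fitted effect of over 50% in size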
uPA surface inh = inhibitors of cell surface uPA generation; actives 0.31% (n = 330,000); Potency, µM (titrated, usually from 38.3 µM), inactives show at the highest dose activity change, negative = inhibition, usual class: inhibitors; AID 540303; cell surface uPA generation assay, qHTS; active = well fitted inhibition curve with a large enough effect; inconclusive = small, poorly fitted or top-dose-only effect; inactive = no such curve, though single readings can be large or run the other way; tested in mouse RAW 264.7 cells; note: potency is the fitted concentration of half-maximal effect; % is set by controls: 0 for no effect and ±100 for the full control effect; nearly all actives have a fitted effect of over 55% in size
An asterisk follows results filed as active; ? = inconclusive; / = not tested or not shown; [ ] = remark or other dose. Unless noted, calls come from the whole dose curve; as a rule, active = well fitted curve in the direction sought with a large enough effect; inconclusive = small, poorly fitted or top-dose-only effect, or another doubt; inactive = no such curve, though single readings can be large; an effect the other way counts as inactive or inconclusive. No enrichment for hits, and some 14% of all compounds hit somewhere here.

SMILES | FBPA coupling cs | FLuc modulator | NPC1 prom act | Tb PFK inh | RORg inh | Rab9 promoter act | KCNH2 3.1 inh | ELG1 genotoxic | Giardia kill | VP16 counter | uPA surface inh
CS(=O)(=O)N(CC(=O)NCC1CCCO1)c1cc(Cl)c(Cl)cc1Cl (centres undefined) | 0.7 | -0.9% | 1.8% | 0.8% | 11.2% | -6.9% | -6.8 | -0.3% | 3.8 | 6.5% | 2.2%
COc1ccc(-c2nc(Cn3c(SCc4ccc(C)cc4)nc4ccncc43)c(C)o2)cc1OC | -0.7 | 1.69µM* | 14.4% | 2.3% | -35.6% | ? | -122.2* | -0.4% | -27.7 | ? | 8.91µM*
Cc1ccc2[nH]c(=O)c(CN(C)C(=O)c3ccccn3)cc2c1 | 1.2 | 2.9% | -3.9% | 21.5% | 10.5% | 6.8% | -0.1 | 0.5% | -16.1 | 0.6% | 1.0%
COc1ccc2[nH]c(=O)c(C(c3nnnn3CC3CCCO3)N3CCc4ccccc4C3)cc2c1 (centres undefined) | -15.0 | 0.4% | -2.1% | 1.7% | -42.1% | 23.9% | 5.4 | 2.5% | -4.9 | -3.8% | -2.6%
COCCCNC(=O)CCn1c(=O)c2ccccc2n(CC(=O)NCCC2=CCCCC2)c1=O | 3.5 | -4.0% | 0.1% | -1.4% | 0.3% | 4.3% | 14.0 | 4.7% | 3.8 | 2.3% | -5.1%
O=C(NCCCN1CCOCC1)C(=O)NCC1OCCN1S(=O)(=O)c1ccc(Br)cc1 (centres undefined) | -0.4 | 7.1% | -2.7% | -1.6% | 2.6% | 4.3% | 12.4 | -4.0% | -20.1 | -7.6% | 3.0%
Cc1cccc(NC(=O)CSc2nnc(C)n2Cc2ccccc2)c1 | 3.4 | 5.4% | -2.6% | -0.3% | 8.0% | 3.1% | -1.1 | -1.0% | 11.1 | 21.4% | 6.3%
COc1ccc(N2CCN(C(=S)Nc3ccc(F)cc3)CC2)cc1 | -1.3 | 1.1% | -2.6% | 4.4% | -1.6% | -7.0% | 8.0 | 0.4% | 3.8 | 14.8% | -1.5%
CCOC(=O)c1cc(OC(=O)c2cccnc2)n(-c2ccccc2)n1 | 5.5 | 4.5%[2.3 µM] | -1.2% | -1.3% | 24.8% | 4.0% | / | 0.9% | / | 13.6% | /
COc1ccc(-c2nnc(N3CCCCC3)c3ccccc23)cc1 | 2.2 | ? | -1.9% | 0.0% | -0.5% | -2.5% | 1.7 | -3.4% | 9.0 | -8.6% | 2.4%
Cc1ccccc1Nc1nnc(SCC(=O)c2ccc(O)cc2O)s1 | -0.9 | -1.1% | 0.1% | 1.0% | -43.4% | 5.2% | 22.8 | -0.4% | -16.7 | -3.1% | 4.0%
COc1cccc2c(C)nc(Nc3nc(CSc4nnc(C)s4)cc(=O)[nH]3)nc12 | 5.5 | 3.8% | -5.1% | -4.5% | 20.8% | -3.8% | 3.2 | 19.5% | -0.9 | ? | -2.0%
CCOc1ccc(S(=O)(=O)Nc2cc(NS(=O)(=O)c3ccc(OCC)cc3)cc(C(=O)O)c2)cc1 | / | / | / | -4.5% | / | / | 2.7 | 0.6% | 12.2 | / | 0.2%
Cn1cc(CCNC(=O)c2ccc3nc(Cc4ccccc4F)oc3c2)cn1 | 0.6 | 5.36µM* | 2.51µM* | -3.7% | -22.0% | 1.58µM* | 2.9 | ? | 7.3 | 2.2% | 1.9%
Nc1ccc(C(=O)OCc2nc3c(ccc4ccccc43)[nH]2)cc1 | -9.5 | 13.5µM* | 24.7% | 5.0% | ? | ? | -7.3 | ? | -8.1 | 18.4% | 2.7%
O=C(NCCCn1ccnc1)c1ccc(Cl)s1 | / | 1.2% | -6.2% | 1.7% | -4.9% | -3.8% | 10.3 | 0.0% | -0.5 | 1.2% | 2.5%
Cc1ccc2nc(C)cc(N/N=C/c3cccnc3)c2c1 | -2.1 | -0.3% | 0.4% | -0.3% | -13.6% | -3.6% | 0.5 | 1.9% | -5.5 | -8.6% | -0.2%
O=S1(=O)CCN2C=C(Cl)C=C(Cl)C2=N1 | 8.4 | 0.5% | -2.4% | 3.6% | 3.0% | -4.6% | -11.8 | -1.1% | -11.4 | -17.7% | -0.2%
S=C(Nc1ccc2nc(-c3ccccn3)c(-c3ccccn3)nc2c1)N1CCCCC1 | -2.3 | 3.2% | -8.2% | 5.5% | 1.8% | -4.6% | 2.5 | -8.4% | 9.9 | -7.5% | 0.1%
O=C(CN1C(=O)c2cccnc2Oc2ccc(Cl)cc21)Nc1ccccc1F | -0.3 | -4.4% | 0.8% | 0.0% | ? | 13.0% | -2.9 | -10.5% | -0.1 | -5.6% | -6.2%
O=C(C(=O)N1CCN(c2ccc(F)cc2)CC1)c1c[nH]c2ccccc12 | -2.0 | -1.4% | -1.2% | -4.2% | -13.8% | 2.5% | 14.9 | 3.1% | -9.5 | 7.1% | 4.0%
COc1ccccc1C(=O)Nc1ccc(NC(=O)c2ccco2)cn1 | 1.7 | 6.01µM* | ? | 0.1% | 26.6% | ? | 5.3 | ? | -4.4 | -2.0% | -1.7%
Nc1nc(SCC(=O)NCCOCCO)nc2sc3c(c12)CCCC3 | -10.4 | 26.9µM* | -1.9% | -3.3% | 13.1% | 0.0% | -30.0 | 4.7% | -4.8 | -7.0% | -1.8%
S=C1CCSc2ccc(Cl)cc2N1 | -0.3 | 8.2% | -1.8% | ? | 3.98µM* | -6.0% | -2.4 | -0.2% | 18.3 | 10µM* | 1.8%
Cc1ccccc1C(=O)N/N=C/c1ccccn1 | 1.8 | 8.49µM* | 3.16µM* | 0.8% | 10µM* | 3.98µM* | -6.8 | 25.9µM* | -13.7 | ? | -8.2%

3 compounds picked at random from the list so far, as already listed:
SMILES | FBPA coupling cs | FLuc modulator | NPC1 prom act | Tb PFK inh | RORg inh | Rab9 promoter act | KCNH2 3.1 inh | ELG1 genotoxic | Giardia kill | VP16 counter | uPA surface inh
O=S1(=O)CCN2C=C(Cl)C=C(Cl)C2=N1 | 8.4 | 0.5% | -2.4% | 3.6% | 3.0% | -4.6% | -11.8 | -1.1% | -11.4 | -17.7% | -0.2%
Cc1ccccc1Nc1nnc(SCC(=O)c2ccc(O)cc2O)s1 | -0.9 | -1.1% | 0.1% | 1.0% | -43.4% | 5.2% | 22.8 | -0.4% | -16.7 | -3.1% | 4.0%
Cc1ccc2nc(C)cc(N/N=C/c3cccnc3)c2c1 | -2.1 | -0.3% | 0.4% | -0.3% | -13.6% | -3.6% | 0.5 | 1.9% | -5.5 | -8.6% | -0.2%

(more compounds)
SMILES | FBPA coupling cs | FLuc modulator | NPC1 prom act | Tb PFK inh | RORg inh | Rab9 promoter act | KCNH2 3.1 inh | ELG1 genotoxic | Giardia kill | VP16 counter | uPA surface inh
CCOC(=O)C1CCN(S(=O)(=O)c2c(C)[nH]c(C)c2C(=O)N2CCCC2)CC1 | -1.1 | 0.8% | -2.7% | 6.4% | -11.5% | -0.1% | -20.3 | 2.0% | -20.1 | 1.4% | 2.2%
O=C(CCc1nc(-c2ccc(Cl)cc2)no1)NC1CCCCC1 | -2.4 | 3.8% | -1.3% | -6.3% | -8.9% | 7.1% | / | 0.4% | -12.3 | -8.4% | -2.3%
Oc1ccccc1C(=S)N1CCCC1 | 2.5 | -0.5% | -0.7% | 1.5% | 0.9% | 2.5% | 7.8 | 0.2% | 12.0 | -2.4% | 13.4%
CCOC(=O)c1c(N)sc(-c2ccccc2)c1C | 1.9 | 16.9µM* | -1.6% | 0.4% | -11.4% | 2.1% | 8.9 | ? | 7.5 | -16.2% | -4.8%
CCOC(=O)C1CCN(C(=O)c2ccccc2CCc2ccccc2)CC1 | -1.3 | 0.6% | -0.7% | 0.7% | / | 8.8% | -4.2 | -4.9% | 0.5 | / | 4.4%
Cc1nnc(NC(=O)c2ccc3c(c2)OCO3)s1 | -4.3 | 13.5µM* | ? | -0.2% | -42.9% | 3.55µM* | -0.6 | ? | -5.6 | -15.8% | -7.8%
COc1ccc(-n2c(C)c(C)c3c(NCCCO)ncnc32)cc1 | 0.5 | ? | ? | -20.8% | 19.5% | ? | 6.9 | 13.8% | 67.8[activator] | -0.5% | 11.0%
COc1ccc(CCNC(=O)CCCc2ccccc2)cc1OC | -0.3 | -0.2% | -1.7% | -8.5% | 4.9% | -1.2% | 2.1 | 3.0% | 5.9 | -0.7% | 3.5%
O=C(NCCN1CCOCC1)c1c[nH]c2ccc(S(=O)(=O)N3CCOCC3)cc2c1=O | -0.9 | 3.5% | -6.3% | -0.3% | -7.3% | -5.9% | 12.6 | 0.1% | 8.2 | -0.1% | -1.2%
O=C(/C=C/c1ccc(Cl)cc1)N1CCN(Cc2ccccc2)CC1 | 0.8 | ? | 2.1% | 0.1% | 31.5% | 8.1% | -14.9 | -3.2% | -0.1 | -18.3% | -11.6%
